High-throughput results from PubChem BioAssay.
Tb MetRS inh – Trypanosoma brucei MetRS inhibition; purified T. brucei MetRS, ATP depletion, Kinase-Glo luminescence; inhibition, % at 11.9 µM; actives 0.4% (n = 360,000);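 active = inhibition above a per-plate cutoff of the control wells' mean inhibition plus 3 SD, cut at about 5.5% in these data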;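 also: 0% = DMSO wells median and 100% = median of wells with control inhibitor compound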
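Dosing: 11.9 µM single point; system: parasite MetRS enzyme; technique: luminescence of leftover ATP; times: 15 min enzyme-compound preincubation, 2 h reaction, 10 min detection, 25 °C; replicates: each compound tested once; read-out basis: percent inhibition relative to median high and low control wells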
STEP block – blocks human striatal-enriched tyrosine phosphatase; recombinant STEP, OMFP fluorogenic substrate, fluorescence; inhibition, % at 20 µM; P54829; actives 0.25% (n = 360,000);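 active = inhibition at 20 µM, scaled per plate between control wells, above about 37%, limit read from the data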;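 also: 0% = DMSO with enzyme and substrate and 100% = substrate only without enzyme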
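System: STEP (striatal-enriched tyrosine phosphatase) enzyme, cell-free; medium: Bis-Tris pH 6.0 buffer with DTT, detergent; dosing: 20 µM, 1% DMSO; times: reaction 20 min, ambient temperature; detection: fluorescence, 480/540 nm; read-out basis: normalized % inhibition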
SUMO1 PPI mod – alters human SUMO1 binding to SIM partners; P63165; SUMO1 binding to a labelled peptide, TR-FRET, 1 h; inhibition, % at 20 µM; actives 0.33% (n = 360,000); AID 602429; in the data active = inhibition above about 37%
Target sequence (P63165 whole entry, looked up): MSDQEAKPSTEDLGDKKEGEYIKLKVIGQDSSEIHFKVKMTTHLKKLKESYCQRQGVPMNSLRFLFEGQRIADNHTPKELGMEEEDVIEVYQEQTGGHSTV
CSN deneddyl inh – inhibitors of human CSN-mediated cullin deneddylation; Q92905; Purified CSN, SCF-Nedd8-OG deneddylation, fluorescence polarization; inhibition, % at 12.5 µM; actives 0.38% (n = 360,000);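 active = pattern-corrected inhibition above about 35%, with an unprinted fluorescence ratio check between 0.5 and 1.5, limit read from the data, passing the limit was not always enough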;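 also: 0% = enzyme with substrate and 100% = substrate without enzyme; some results filed as inactive read as strong as hits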
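Assay system: Purified human Csn5 enzyme expressed in HEK293T cells | Amount: Enzyme 0.24 nM | Measured by: Fluorescence polarization readout | Medium: Tris/NaCl/DTT buffer, pH 7.5 | Compound dosing: One concentration, 12.5 µM, 0.25% DMSO | Times: 90 min incubation of compound, enzyme and substrate at room temperature | Control set: no-enzyme wells high, enzyme-with-substrate wells low | Read-out: % inhibition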
Scp1 inh – inhibitors of human Scp-1 phosphatase; Recombinant Scp1, phosphopeptide, malachite green phosphate absorbance; actives 0.88% (n = 340,000); inhibition, % at 20 µM;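 active = inhibition above about 50% at 20 µM, limit read from the data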;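 also: plate controls were DMSO wells with enzyme for no effect and wells lacking enzyme for full effect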
Target sequence (Q9GZU7 76-261 limits assumed): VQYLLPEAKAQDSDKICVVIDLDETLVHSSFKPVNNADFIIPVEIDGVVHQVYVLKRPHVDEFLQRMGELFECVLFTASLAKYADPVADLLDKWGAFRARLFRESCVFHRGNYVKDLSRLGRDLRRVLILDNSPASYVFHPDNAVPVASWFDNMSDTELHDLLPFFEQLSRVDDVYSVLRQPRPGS
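Incubation: 45 min enzyme reaction at room temperature / System: truncated SCP-1 phosphatase (76-261aa) / Reagent: Phospho 17-mer peptide substrate / Buffer or medium: Acidic Tris acetate buffer with magnesium and detergent / Signal: absorbance at 630 nm / Doses: one concentration, 20 µM, with 1.0% DMSO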
DNMT1 block – inhibitors of human DNMT1. DNMT1 molecular beacon, Hinp1I cleavage, fluorescence. actives 0.83% (n = 360,000). inhibition (reported as % activation of signal), % at 10 µM. P26358; in the data active = inhibition above about 50%
Rpn11 inh – Rpn11 (human) deubiquitinase inhibition; O00487; human 26S proteasome, Ub4-pepOG fluorescence polarization; 20S core pre-blocked with epoxomicin; calls only at 20 µM; actives 0.59% (n = 360,000);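 active = inhibition at 20 µM, scaled to each plate's controls, above about 33%, limit read from the data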
Target sequence (O00487 whole entry, looked up): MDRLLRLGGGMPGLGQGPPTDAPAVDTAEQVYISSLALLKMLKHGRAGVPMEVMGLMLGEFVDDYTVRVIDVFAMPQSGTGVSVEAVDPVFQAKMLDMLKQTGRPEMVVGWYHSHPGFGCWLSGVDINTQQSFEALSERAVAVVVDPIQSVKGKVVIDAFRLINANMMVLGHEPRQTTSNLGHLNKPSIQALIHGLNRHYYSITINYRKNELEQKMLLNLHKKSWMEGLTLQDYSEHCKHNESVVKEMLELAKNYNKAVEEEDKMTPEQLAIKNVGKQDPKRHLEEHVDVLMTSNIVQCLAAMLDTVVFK
LMPTP block – blocks human LMPTP phosphatase | recombinant LMPTP-A, OMFP fluorogenic substrate, fluorescence intensity | inhibition, % at 20 µM | actives 0.22% (n = 360,000) | AID 651560;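 active = compounds that cut the enzyme signal by at least half of the control window in the single-dose screen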;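 also: plate controls were DMSO wells with enzyme plus substrate for no effect and substrate without enzyme for full effect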
Target sequence (P24666 whole entry, looked up): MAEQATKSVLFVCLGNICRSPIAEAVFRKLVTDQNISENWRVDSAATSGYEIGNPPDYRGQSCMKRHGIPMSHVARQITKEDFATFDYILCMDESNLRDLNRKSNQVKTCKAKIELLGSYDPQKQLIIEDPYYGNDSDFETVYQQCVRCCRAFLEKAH
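Test system – LMPTP-A phosphatase enzyme · Quantity – 0.625 nM LMPTP-A final · Reagent – OMFP substrate, 400 µM final · Dosing – one test concentration per compound, 20 µM, with 3% DMSO overall · Timing – 50 min enzyme reaction at room temperature, protected from light · Detection – fluorescence intensity · Controls – substrate-only low control, DMSO enzyme-plus-substrate high control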
NadD inh – inhibitors of Staphylococcus aureus NadD | inhibition, % at 20 µM | purified NadD enzyme, colorimetric absorbance read-out | actives 0.78% (n = 360,000); in the data active = inhibition above about 26%; also: some compounds past the cut are filed as inactive
MLLE-PAM2 inh – inhibitors of microRNA-mediated deadenylation, human PABP1 MLLE binding; GST-MLLE / FITC-PAM2 fluorescence polarization; inhibition, % at 20 µM; actives 0.36% (n = 360,000); P11940; in the data active = inhibition above about 35%, passing the limit was not always enough;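 also: plate controls were DMSO wells with GST-MLLE for no effect and wells lacking GST-MLLE protein for full effect; some results filed as inactive read as strong as hits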
* marks the source's active call; other numbers are inactive results; i = inactive; . = no result given. Outcome played no part in choosing rows. Share with any hit: about 3.6%.

SMILES	Tb MetRS inh	STEP block	SUMO1 PPI mod	CSN deneddyl inh	Scp1 inh	DNMT1 block	Rpn11 inh	LMPTP block	NadD inh	MLLE-PAM2 inh
CCN1CCCC1CNC(=O)Cn1ncc2c(=O)oc3ccc(C)cc3c21 (centres undefined)	-0.3	-1	0	-1	-5	4	i	0.6	-3	-3
Cc1ccc(NC(=O)CNCc2cccs2)c(Br)c1	-0.9	0	-3	-1	1	-1	i	0.2	-3	-7
CC(=O)N1CCc2cc(S(=O)(=O)CCC(=O)N3CCN(c4ccccn4)CC3)ccc21	-0.1	-1	4	-5	-4	-2	i	1.2	6	-2
CCOCCCNC(=O)c1ccccc1OC1CCN(S(C)(=O)=O)CC1	-0.2	0	4	-3	-3	-4	i	0.2	-6	-9
CC(C)CN(C1CCS(=O)(=O)C1)S(=O)(=O)c1ccc(C(C)C)cc1 (centres undefined)	-0.4	0	2	0	-7	-1	i	0.3	-6	-5
COc1ccccc1NC(=O)/C=C\c1ccco1	-0.5	2	1	7	-10	-2	i	1.3	3	7
CC(=O)Nc1ccc(NCC(=O)c2ccccc2)cc1	-0.1	2	2	-3	-7	-2	i	0.5	-1	1
C=CCN(c1ccccc1OC)S(=O)(=O)c1cccc(C(=O)NC2=NCCS2)c1	0.3	-1	4	-4	-3	-4	i	-0.5	2	4
Cc1cc(C)n(C(=O)c2cccc(S(=O)(=O)N3CCCCC3)c2)n1	-0.8	-3	-2	1	6	4	i	-0.4	-2	12
C=CCC1(O)C(=O)Nc2ccccc21 (centres undefined)	-0.7	-1	-1	3	1	1	i	-1.7	-6	7
CN(C)c1nc(N)nc(CSc2nnnn2C)n1	0.5	1	1	0	2	6	i	-0.5	-2	1
Cc1ccc(-c2csc(N3CCN(CCCn4c(-c5ccncc5)nc5ccccc54)CC3)n2)cc1	-0.4	2	2	0	-4	-18	i	5.0	-4	14
O=C1CCCC(=O)C1C1c2ccccc2CCN1C(=O)CCl (centres undefined)	-0.4	0	2	-1	11	0	i	-0.3	-4	7
Cc1nn(Cc2cccc(C(=O)NN)c2)c(C)c1Cl	-0.1	-2	1	-2	0	-1	i	-2.1	5	2
O=C(NCCc1ccccc1)C1CC(=O)N(c2ccc3c(c2)OCCO3)C1 (centres undefined)	-0.3	1	3	-5	-1	0	i	-0.9	1	-2
COCCCNc1nc(=S)[nH]c2cc(OC)c(OC)cc12	-0.4	2	20	-3	-5	-4	i	-0.4	-2	-65
O=C(Nc1ccccc1F)Nc1cccc2ccc(O)cc12	-0.4	-1	5	2	-11	-27	i	0.7	-1	-6
Cc1cccc(C)c1NC(=O)C1(C)CN(S(C)(=O)=O)CC(=O)N1CCCN1CCOCC1 (centres undefined)	-0.9	.	-5	-3	.	.	.	-3.0	.	.
COc1ccc(CCN2CCCC(CN(C)Cc3cc(Cl)c(O)c(OC)c3)C2)cc1 (centres undefined)	0.7	0	0	-1	-6	-2	i	-6.0	-3	-4
CC1CCN(C(CNS(=O)(=O)c2ccccc2)c2ccccc2)CC1 (centres undefined)	-0.4	4	-2	-3	4	7	i	0.0	-6	12
COc1ccnc(CN(C)C(=O)C2CCC(=O)N(Cc3cccc(C(F)(F)F)c3)C2)c1 (centres undefined)	-0.7	-6	1	0	-8	0	i	0.8	-4	9
O=C(O)c1ccccc1C(c1ccccc1)c1ccccc1O (centres undefined)	-0.3	-2	-11	-3	-4	-3	i	2.0	0	-9
CO/N=C(\Cn1ncc(N2CCCC2)c(Br)c1=O)c1ccc(Cl)cc1	-0.9	7	-5	5	-17	0	i	1.3	1	-6
COc1cccc(CNc2nnnn2C)c1	-0.3	0	-2	0	21	-1	i	-1.9	-5	8
CC(Oc1ccccc1F)C(=O)/C=C/N(C)C (centres undefined)	-0.5	-2	4	0	0	-2	i	-0.6	-1	-4

Some of the entries above, set out differently:
> Cc1ccc(-c2csc(N3CCN(CCCn4c(-c5ccncc5)nc5ccccc54)CC3)n2)cc1
  Tb MetRS inh: -0.4 | STEP block: 2 | SUMO1 PPI mod: 2 | CSN deneddyl inh: 0 | Scp1 inh: -4 | DNMT1 block: -18 | Rpn11 inh: i | LMPTP block: 5.0 | NadD inh: -4 | MLLE-PAM2 inh: 14
> O=C1CCCC(=O)C1C1c2ccccc2CCN1C(=O)CCl (centres undefined)
  Tb MetRS inh: -0.4 | STEP block: 0 | SUMO1 PPI mod: 2 | CSN deneddyl inh: -1 | Scp1 inh: 11 | DNMT1 block: 0 | Rpn11 inh: i | LMPTP block: -0.3 | NadD inh: -4 | MLLE-PAM2 inh: 7

(next part)
SMILES	Tb MetRS inh	STEP block	SUMO1 PPI mod	CSN deneddyl inh	Scp1 inh	DNMT1 block	Rpn11 inh	LMPTP block	NadD inh	MLLE-PAM2 inh
COc1ccc(S(=O)(=O)N2CCOCC2)cc1NC(=O)COC(=O)CCS(=O)(=O)c1ccc(C)cc1	0.2	0	7	1	-8	3	i	-0.8	-5	-13
O=c1[nH]c(C2CCN(S(=O)(=O)c3ccccc3F)CC2)nc2c1nnn2Cc1ccc(F)cc1	0.3	3	8	-1	-2	0	i	-0.9	2	-1
NC(=O)CCS(=O)(=O)CCN1CCCCC1	-1.0	-8	1	3	-6	3	i	-2.6	-3	1
COc1ccc(C2C(=O)N(C3CCCCC3)CC(=O)N2C2CCCCC2)cc1 (centres undefined)	0.2	0	2	5	-2	5	i	-0.4	4	-4
Cc1cc(N2CCCC2)nc2c(C)cccc12	-1.2	1	-1	2	0	1	i	3.2	12	-11
CCc1ccc2oc(C(=O)NC3CCS(=O)(=O)C3)cc(=O)c2c1 (centres undefined)	-0.7	0	-15	-2	0	2	i	-0.1	0	5
O=S1(=O)CCC(n2nccc2-c2ccccc2)C1 (centres undefined)	-0.6	0	2	3	-12	0	i	-1.5	0	-4
CCOC1(/N=C(\C)NS(=O)(=O)c2ccc(Cl)cc2)C(C)=CC(=O)C=C1C	-0.5	-3	9	-1	-3	0	i	-0.7	-6	5
CCOc1ccc(NC(=O)CSc2nc(O)c(C)c(=O)n2-c2ccc(F)cc2)cc1	-0.2	1	4	-3	-2	1	i	-1.4	-3	27
Cc1csc(NC(=O)CCn2c(=O)oc3ccc(Cl)cc32)n1	-0.6	-3	-6	-2	-1	4	i	0.8	-2	1
N#Cc1cccc2c1-c1ccccc1/C2=N/NC(N)=S	0.1	1	-1	8	4	30	i	25	4	26
CCOc1ccc(NC(=O)Cn2nnc(-c3ccccc3F)n2)cc1	-0.2	0	-1	1	-8	3	i	-0.1	1	-6
COCCn1cnc2c(c1=O)c1nc3ccccc3nc1n2/N=C/c1cccc(OC)c1	0.4	1	-15	-3	-11	-4	i	1.2	-5	7
Brc1cccc(CN2CCCCCCC2)c1	-0.6	0	0	7	-10	-1	i	-4.1	-4	5
O=C(CSc1nc2ccccc2o1)NCC(=O)c1ccccc1	-1.1	0	3	-2	-5	-7	i	-2.0	-3	17
COc1ccc(NS(=O)(=O)c2ccc3nc(COc4ccc(C#N)cc4)[nH]c3c2)cc1	-0.8	5	2	3	-1	-12	i	0.6	8	8
Cc1ccc(S(=O)(=O)N2[C@@H](c3cccc(Cl)c3)C(C(=O)OC(C)(C)C)=CC[C@H]2c2ccc(C(C)C)cc2)cc1	-1.2	3	2	-2	.	12	i	0.6	-4	12
CCOC(=O)C1CCN(C2CC(=O)N(c3ccc(OCC)cc3)C2=O)CC1 (centres undefined)	-0.5	0	-2	6	52*	0	i	-1.7	-5	12
CC1C(=O)N(Cc2cn(Cc3ccco3)nn2)CCS(=O)(=O)N1Cc1ccc(-c2ccc(F)cc2Cl)cc1 (centres undefined)	-0.3	2	3	6	.	-20	i	3.8	2	-42
CC1=C(C(=O)N2CCCCCC2)CC(CC(=O)NC2CCCC2)C(=O)N1Cc1ccccc1 (centres undefined)	0.8	2	1	-2	.	5	i	-0.4	0	12
COc1ccc(S(=O)(=O)N2CCC(C(=O)N[C@@H](C)C(=O)N3CCCC3)CC2)cc1	0.0	-4	7	-3	.	-1	i	-1.5	-2	0
O=C(COc1ccccc1)NCC(=O)N/N=C/c1ccco1	-0.9	-2	-8	-16	3	1	i	0.8	6	1
CC(C)OC(=O)CN1C(=O)S/C(=C/c2ccc(N3CCCCC3)o2)C1=O	-0.1	-34	-75	51*	-2	8	.	-0.8	4	107
CCC(CC)C1C(C#N)=C(N)Oc2n[nH]c(C)c21 (centres undefined)	-0.4	1	2	2	-1	-3	i	-0.7	6	0
Cc1ccc(S(=O)(=O)NCCNc2ccc([N+](=O)[O-])cc2)cc1	0.4	-1	-33	6	-8	-2	i	1.3	-9	0
SMILES	Tb MetRS inh	STEP block	SUMO1 PPI mod	CSN deneddyl inh	Scp1 inh	DNMT1 block	Rpn11 inh	LMPTP block	NadD inh	MLLE-PAM2 inh
COc1cccc(C(NC(C)=O)c2nc(/C=C/c3ccccc3)cs2)c1 (centres undefined)	-0.4	5	-32	0	.	1	i	0.3	-6	12
C#CCN(C(=O)c1ccc(OC)c(OC2CCN(C(C)C)CC2)c1)C1CCCCC1	0.1	0	6	-3	-5	1	i	2.3	0	-17
O=C(NCCc1ccccc1)C(=O)NCC1(c2ccccc2)CCCC1	0.8	2	5	-4	-4	1	i	0.3	2	4
O=C(CSc1nc2[nH]ncc2c(=O)n1-c1ccccc1Cl)N1CCCC1	-0.2	1	2	-5	-8	2	i	-1.4	-11	-17
Cc1ccc(Oc2ncc(CN3CC(C)OC(C)C3)s2)cc1 (centres undefined)	-0.1	-1	0	6	-4	-2	i	0.1	2	5
CC(C)CSc1nc2ccccc2n1CC(N)=O	-0.4	-1	-1	4	-11	4	i	-2.4	-4	3
COC(=O)CCCC(=O)N1CCCC(CNS(=O)(=O)c2ccc(OC)cc2)C1 (centres undefined)	-0.3	2	-3	3	-3	1	i	1.0	3	-1
CCOCCc1nnc(NC(=O)CSc2ccccc2)s1	0.3	2	1	-5	-7	0	i	0.2	-5	2
Cc1cccc(C)c1Cn1c(C)c(C(=O)NCc2ccc(C#N)cc2)sc1=O	-0.6	-2	-10	-4	.	-3	i	-0.3	-5	4
COCCNC(=O)C(OC(=O)c1ccco1)c1ccccc1F (centres undefined)	-0.6	-1	-1	3	0	0	i	-0.6	-1	1
CC(C)(C)N(Cc1nc(-c2ccccc2)no1)C(=O)c1ccc2c(c1)OCO2	-0.1	2	3	-1	-7	1	i	2.3	-5	3
O=C(O)C1C2C=CC(C2)C1C(=O)N1CCc2ccccc21 (centres undefined)	-0.7	3	-3	5	-5	6	i	0.1	1	-6
